Screening results from PubChem.
TrxR1 substrate: is turned over as a substrate by rat TrxR1. O89049. purified TrxR1 substrate turnover, NADPH consumption readout. Potency, µM (top dose mostly 114 µM), without a hit: top-dose activity change, negative = substrate turnover. 390,000 compounds, 0.01% hits. AID 588456; also: % is scaled to controls: 0 for no effect and ±100 for the full control effect; nearly all actives have a fitted effect of over 50% in size
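Rat TrxR1, dispensed at 90 nM, was prereduced with 400 uM NADPH (final) for 5 min at ~22 deg C, then incubated with compound 15 min before 400 uM selenite. A first-read NADPH fluorescence drop versus no-compound background flagged substrates.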
ALOX12 inh: blocks human arachidonate 12S-lipoxygenase; Potency, µM (highest dose often 108 µM), inactives show at the highest dose activity change, negative = inhibition, hits mostly inhibitors; purified 12hLO, xylenol orange hydroperoxide absorbance; P18054; 580,000 compounds, 1.1% hits; AID 1671190; also: % is scaled to controls: 0 for no effect and ±100 for the full control effect
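Purified human 12hLO (150 nM final) in 25 mM Hepes, 0.01% Triton X-100, pH 7.0 was preincubated 15 min at room temperature with compound. Then 40 uM arachidonic acid was added, 30 min. Hydroperoxide was read by Fe-XO absorbance ratio 573/405 nm.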
USP1-UAF1 inh: blocks the human USP1/UAF1 deubiquitinase complex; Potency, µM (highest dose often 57.1 µM), inactives show top-dose activity change, negative = inhibition, hits mostly inhibitors; 390,000 compounds, 0.23% hits; recombinant USP1/UAF1, Ub-Rhodamine cleavage fluorescence; AID 743255; also: % is scaled to controls: 0 for no effect and ±100 for the full control effect; nearly all actives have a fitted effect of over 60% in size; inactives centre near -12
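In this screen, compounds sit with the deubiquitinase complex (1nM) for 15 min at room temperature before Ub-Rho is added at 150nM final. Fluorescence rise is then followed for 6 reads every 60 seconds.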
rTrxR1 inhibitor: blocks rat thioredoxin reductase 1; O89049; recombinant rTrxR1, NADPH fluorescence consumption, selenite substrate; Potency, µM (highest dose often 114 µM), for inactives: at the highest dose activity change, negative = inhibition, hits mostly inhibitors; 390,000 compounds, 1% hits; AID 588453; also: % is scaled to controls: 0 for no effect and ±100 for the full control effect; nearly all actives have a fitted effect of over 65% in size
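Rat TrxR1 (90 nM in the dispensed reagent) was pre-reduced with 400 uM NADPH for 5 min at room temperature, then incubated with compound for 15 min. After 400 uM selenite was added, NADPH fluorescence (Ex 340/Em 450 nm) was followed for 8 min.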
Vif-A3G inh: Vif-A3G binding inhibition. 410,000 compounds, 0.076% hits. HeLa A3G-eYFP + Vif (tagged APOBEC3G with the HIV-1 protein that degrades it), YFP fluorescence, overnight. Q9HC16. Potency, µM (highest dose often 46.1 µM), without a hit: at the top dose activity, negative = active, actives largely listed as inhibitors;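 also: % is scaled to controls: 0 for no effect and ±100 for the full control effect; nearly all actives have a fitted effect of over 60% in size; hits raise eYFP signal because A3G escapes Vif-driven loss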
Target sequence (Q9HC16 whole entry, looked up): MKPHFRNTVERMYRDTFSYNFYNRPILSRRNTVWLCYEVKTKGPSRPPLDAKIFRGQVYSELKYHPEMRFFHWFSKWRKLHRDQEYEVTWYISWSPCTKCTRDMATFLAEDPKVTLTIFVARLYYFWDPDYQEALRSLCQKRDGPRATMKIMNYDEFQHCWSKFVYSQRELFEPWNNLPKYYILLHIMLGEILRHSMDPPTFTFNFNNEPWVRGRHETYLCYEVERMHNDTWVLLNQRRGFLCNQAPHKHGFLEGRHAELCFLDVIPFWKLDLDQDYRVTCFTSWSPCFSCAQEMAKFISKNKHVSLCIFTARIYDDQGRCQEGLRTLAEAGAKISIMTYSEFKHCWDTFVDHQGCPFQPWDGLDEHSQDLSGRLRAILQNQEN
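Read-out is eYFP fluorescence (Ex 488/Em 500-530) from Vif-expressing HeLa A3G-eYFP cells; more signal means A3G escaped Vif-mediated degradation. Cells plated overnight, compound pinned in, incubated overnight at 37 deg C.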
IDH1 R132H inh: blocks human mutant IDH1 R132H enzyme | O75874 | IDH1-R132H enzyme, NADPH consumption, diaphorase/resazurin fluorescence | Potency, µM (doses to about 76.6 µM), inactives show top-dose activity change, negative = inhibition, hits mostly inhibitors | 390,000 compounds, 0.093% hits | AID 602179; also: % is scaled to controls: 0 for no effect and ±100 for the full control effect; nearly all actives have a fitted effect of over 65% in size
Target sequence (O75874 whole entry R132H, stated change not applied): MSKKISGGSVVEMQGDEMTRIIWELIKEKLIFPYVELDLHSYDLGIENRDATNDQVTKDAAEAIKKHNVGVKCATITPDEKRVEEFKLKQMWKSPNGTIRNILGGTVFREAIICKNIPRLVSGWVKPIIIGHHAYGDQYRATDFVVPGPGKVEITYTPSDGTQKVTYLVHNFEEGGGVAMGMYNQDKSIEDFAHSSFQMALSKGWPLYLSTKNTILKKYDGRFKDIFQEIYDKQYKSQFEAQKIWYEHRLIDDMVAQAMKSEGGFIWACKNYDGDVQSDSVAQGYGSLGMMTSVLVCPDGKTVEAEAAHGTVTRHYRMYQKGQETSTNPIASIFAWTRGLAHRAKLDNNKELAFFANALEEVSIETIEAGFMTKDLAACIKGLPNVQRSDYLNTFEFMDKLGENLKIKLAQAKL
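IDH1-R132H (0.5 ug/mL dispensed) in pH 7.5 Tris buffer was preincubated 30 min with compound, then given a substrate mix of 0.016 mM NADPH and 2 mM alpha-KG for 80 min at room temperature; remaining NADPH was read by diaphorase/resazurin fluorescence.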
RGS4 inh: human RGS4 inhibition; 390,000 compounds, 0.039% hits; Transcreener GDP fluorescence polarization, RGS4-accelerated GTP hydrolysis; Potency, µM (highest dose often 114 µM), for the others: at the highest dose activity change, negative = inhibition, hits mostly inhibitors; P49798; AID 504845; also: % is scaled to controls: 0 for no effect and ±100 for the full control effect; nearly all actives have a fitted effect of over 75% in size; some results filed as inactive show a strong effect at the top dose
Target sequence (P49798 whole entry, looked up): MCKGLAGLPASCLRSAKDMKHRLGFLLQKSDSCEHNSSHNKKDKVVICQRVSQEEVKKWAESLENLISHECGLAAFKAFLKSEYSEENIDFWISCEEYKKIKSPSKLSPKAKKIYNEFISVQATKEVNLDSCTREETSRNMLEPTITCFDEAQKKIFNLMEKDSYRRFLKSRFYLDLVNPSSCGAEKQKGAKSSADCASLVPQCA
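MLSMR compounds (23 nl, pin-transferred) preincubated 10 min at room temperature with a 500nM (2x) first reagent, then RGS4 at 900nM (2x) plus Transcreener GDP mix added; fluorescence polarization (620/688 nm) read before and after 90 min at 30 °C.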
Vif-A3F inh: blocks the Vif interaction with APOBEC3F; HeLa A3F-eYFP + Vif (tagged APOBEC3F with the HIV-1 protein that degrades it), YFP fluorescence increase; Potency, µM (series often up to 46.1 µM), for inactives: at the highest dose activity, negative = active; 390,000 compounds, 0.2% hits; AID 602313; also: % of control where 0% means no effect; nearly all actives have a fitted effect of over 65% in size
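HeLa cells stably expressing A3F-eYFP plus Vif, plated and incubated overnight at 37 deg C, then exposed to compounds overnight at 37 deg C. Blocked degradation read as raised yellow fluorescence (Ex 488/Em 500-530).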
RXFP1 agonist: RXFP1 (human) receptor agonism | Q9HBX9 | HEK293T-RXFP1 cAMP TR-FRET, 30 min; response scale: percent of porcine relaxin response, buffer zero | Potency, µM (top dose mostly 57.5 µM), for the others: at the top dose activation, hits mostly activators | 370,000 compounds, 0.3% hits; also: % is scaled to controls: 0 for no effect and ±100 for the full control effect; nearly all actives have a fitted effect of over 60% in size; many of its hits are not listed in these tables
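Agonist response is measured as cAMP accumulation in an RXFP1-transfected HEK293T line under PDE4 inhibition. Values are scaled between buffer-only and 29 nM porcine relaxin, and EC50s come from standard Hill equation fits.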
An asterisk follows results filed as active; u = inconclusive; x = no result given; [ ] = another dose, or the depositor's remark. Calls follow the shape of the dose curve; as a rule, active = well fitted curve in the direction sought with a large enough effect; inconclusive = small, poorly fitted or top-dose-only effect, or another doubt; inactive = no such curve, though single readings can be large; an effect the other way counts as inactive or inconclusive. Potency is read from the fitted curve at half-maximal effect.

1) Cc1nc(-c2ccccc2)sc1-c1ccc(SCC(=O)Nc2ccc(F)cc2F)nn1
2) COCCn1c(SCc2nc(N)nc(Nc3ccccc3C)n2)nc2ccccc2c1=O
3) COc1ccc(CCNC(=O)C2CC(=O)N(C3CCCCCCC3)C2)cc1OC (stereo not drawn)
4) CCc1nn(CC(=O)NCCN(CC(C)C)CC(C)C)c(=O)c2cc3sc(C)cc3n12
5) CCOC(=O)c1c(-c2ccccc2)oc2ccc(OCC)cc12
6) Cc1ccnc(N/N=C/c2ccco2)n1
7) CCN(CC)C(=O)CSc1nnc(-c2cccs2)n1Cc1ccco1
8) COc1c(C)cc(C(=O)C2CCCN(C(=O)c3ccc4cc[nH]c4c3)C2)cc1C (stereo not drawn)
Compound,1,2,3,4,5,6,7,8
TrxR1 substrate,10%,-1%,11%,3%,139%[activator],-9%,-15%,-13%[57.1 µM]
ALOX12 inh,u,-18%,-22%,4%,-10%,17%,46%[activator],0%
USP1-UAF1 inh,-6%,-10%,-2%,6%,-30%,-5%,-5%,-14%
rTrxR1 inhibitor,4%,7%,26%,21%,161%[activator],-3%,-21%,21%[57.1 µM]
Vif-A3G inh,-6%,3%,0%,-3%,-19%,1%,-1%,4%
IDH1 R132H inh,3%,1%,0%,-18%,19%,5%,-2%,10%
RGS4 inh,-18%,-14%,-3%,20%,9%,2%,-11%,-23%
Vif-A3F inh,-10%,5%,0%,-5%,-17%,0%,0%,7%
RXFP1 agonist,6.4%,3.3%,0.9%,20%,1.6%,0.5%,0.2%,-0.6%

9) Cc1ccc(C(=O)Nc2cnc3sc(C)nn3c2=O)cc1
10) CC(C)(C)C(=O)Nc1ccccc1C(=O)NCCC(=O)Nc1ccccc1
11) Cc1cc(C)c2cc(CN(CCO)Cc3nnnn3Cc3ccc(F)cc3)c(=O)[nH]c2c1
12) O=C(NCc1ccccc1)c1onc(CSc2ccc(Cl)cc2)c1C(=O)NCc1ccccc1
13) c1cncc(-c2nc(NCc3ccc4c(c3)OCO4)c3ccccc3n2)c1
14) O=C1c2ccccc2C(Nc2ccc(-c3nc4ccccc4[nH]3)cc2)N1Cc1ccco1 (stereo not drawn)
15) CN(Cc1ccccc1)c1nc2c(c(=O)[nH]c(=O)n2C)n1CCCSc1ncccn1
16) CN(C(=O)COc1cc(=O)n(C)c2ccccc12)c1ccc(Cl)cc1
Compound,9,10,11,12,13,14,15,16
TrxR1 substrate,-14%,-9%[57.1 µM],-1%,5%[57.1 µM],14%,1%[57.1 µM],-4%,11%[57.1 µM]
ALOX12 inh,-1%,24%,u,-5%,3%,9%,-4%,481%[activator]
USP1-UAF1 inh,-7%,-18%,-22%,u,-20%,-24%,-2%,-5%
rTrxR1 inhibitor,-18%,-18%,-10%,36%[57.1 µM],22%,-73%,7%,19%[57.1 µM]
Vif-A3G inh,-1%,-4%,-1%,-11%,-14%,-15%,-3%,1%
IDH1 R132H inh,5%,11%,2%,4%,6%,11%,4%,3%
RGS4 inh,8%,-22%,4%,-11%,u,-20%,42%,-4%
Vif-A3F inh,-2%,-11%,5%,4%,-3%,7%,u,1%
RXFP1 agonist,3.9%,-0.9%,0.4%,-1.6%,4.3%,0.4%,3.2%,2.2%

17) CC(=O)C1=C(C)NC(SCC(=O)c2ccc(Cl)cc2)=C(C#N)C1c1ccco1 (stereo not drawn)
18) CCc1noc(C)c1C(=O)N1CCSC1=Nc1cccc(Cl)c1C
19) CN(C)c1ccc(-n2cccc2/C=C/[N+](=O)[O-])cc1
20) O=S(=O)(Nc1cc2nc3ccccc3nc2n1Cc1ccccc1)c1ccc(Cl)cc1
21) COc1ccc(/C=N/Nc2nc(Nc3ccccc3)nc(N3CCCC3)n2)cc1[N+](=O)[O-]
22) O=C(c1ccc2c(c1)OCO2)N(CC1CCCO1)C1(C(=O)NC2CCCCC2)CCCCC1 (stereo not drawn)
23) CCCCn1c(N(CCOC(C)=O)C(C)=O)nc2ccccc21
24) COc1ccc(Cl)cc1NC(=O)c1nn(-c2ccc(C)cc2)c(=O)n(C)c1=O
Compound,17,18,19,20,21,22,23,24
TrxR1 substrate,4%,1%[57.1 µM],-14%[57.1 µM],u,2%[57.1 µM],5%,3%[57.1 µM],2%[57.1 µM]
ALOX12 inh,u,5%,u,45µM*,-1%,0%,-3%,-24%
USP1-UAF1 inh,u,-12%,-14%,25µM*,-16%,-19%,-2%,-10%
rTrxR1 inhibitor,u,9%[57.1 µM],-66%,-8%,15%[57.1 µM],18%,10%,26%[57.1 µM]
Vif-A3G inh,u,-7%,u,u,-21%,1%,1%,-5%
IDH1 R132H inh,3%,-1%,1%,-3%,8%,-7%,11%,-5%
RGS4 inh,-37%,-3%,u,u,-12%,-3%,-30%,-1%
Vif-A3F inh,25µM*,4%,u,u,9%,-7%,0%,0%
RXFP1 agonist,0.1%,3.0%,0.1%,7.0%,-0.3%,-1.5%,-1.1%,1.9%

25) Nc1nc(-c2ccc(C(=O)O)cc2)cs1
26) Cn1ncc(C(N)=O)c1NC(=S)NC(=O)c1ccc(Br)o1
27) Cc1c(Cl)cccc1NC(=O)Nc1nnc(N(C)Cc2ccccc2)s1
28) COc1ccc(N2C(=O)C3CCCN3C2c2ccc(C)o2)cc1 (stereo not drawn)
29) O=C(NN1C(=O)/C(=C/c2ccc(O)c(O)c2)SC1=S)c1ccccc1
30) CCCc1nnc(NC(=O)C(CC)Sc2nnc3c4ccccc4n(C)c3n2)s1 (stereo not drawn)
31) COC(=O)c1cccc(COC(=O)c2ccc(CS(=O)(=O)c3ccc(C)cc3)cc2)c1
32) CCCCC(=O)Nc1nn(CCC)c2nc3ccccc3cc12
Compound,25,26,27,28,29,30,31,32
TrxR1 substrate,7%[57.1 µM],-10%,-4%,0%,-12%,-3%,-8%,12%[57.1 µM]
ALOX12 inh,-9%,u,-21%,u,u,-7%,-11%,0%
USP1-UAF1 inh,-14%,-18%,17%,-27%,u,-1%,-18%,-21%
rTrxR1 inhibitor,12%[57.1 µM],-1%[57.1 µM],5%,-5%,-13%,-6%,1%,1%[57.1 µM]
Vif-A3G inh,-3%,-3%,u,0%,-8%,-9%,-8%,-4%
IDH1 R132H inh,5%,-5%,13%,8%,-14%,-6%,-6%,3%
RGS4 inh,-6%,-9%,-9%,-10%,-23%[56.9 µM],-14%,-10%,30%
Vif-A3F inh,-9%,7%,u,0%,u,-4%,-5%,6%
RXFP1 agonist,-1.9%,1.3%,2.7%,3.4%,1.7%,29%,4.0%,0.2%

33) COCc1nc(-c2ccc(-c3ccc(C)cc3)nc2OC)no1
34) CSCCC(NC(=O)c1ccco1)C(=O)OCC(=O)Nc1ncc(Cl)c(C)c1Cl (stereo not drawn)
35) O=c1cc(COc2ncnc3ccccc23)nc2sccn12
36) COc1ccc(C(=O)NNC(=O)C(NC(=O)c2ccccc2NC(=O)c2ccco2)C(C)C)cc1 (stereo not drawn)
37) COc1cccc(CN2CC34CCC(CC3S2(=O)=O)O4)c1 (stereo not drawn)
38) Cn1ccnc1C(O)c1ccccc1 (stereo not drawn)
39) O=C(N1CCCCC1)N1CCCN(C(=O)N2CCCCC2)CC1
40) COc1ccccc1/C=C/C1NC(=O)NC(C)=C1C(=O)OC(C)C (stereo not drawn)
41) CCSc1nc(-c2ccccc2)nc2c1Cc1c(CO)cnc(C)c1O2
42) Cc1ccc(CNCCNCCO)s1
Compound,33,34,35,36,37,38,39,40,41,42
TrxR1 substrate,20%[57.1 µM],-5%,1%,8%[57.1 µM],-1%,18%[57.1 µM],-3%[57.1 µM],-8%[57.1 µM],-2%,-2%[57.1 µM]
ALOX12 inh,3%,u,0%,1%,x,-12%,12%,33%[activator],-6%,25%
USP1-UAF1 inh,-13%,-22%,-8%,-3%,x,-1%,-3%,-10%,-19%,-11%
rTrxR1 inhibitor,41%[activator][57.1 µM],-121%,19%,14%[57.1 µM],-11%,52%[activator][57.1 µM],16%[57.1 µM],-1%[57.1 µM],4%,15%[57.1 µM]
Vif-A3G inh,-7%,-1%,-7%,-2%,-2%,1%,-3%,0%,4%,0%
IDH1 R132H inh,2%,5%,-2%,-2%,x,1%,10%,9%,-9%,2%
RGS4 inh,-11%,-30%,16%,-22%,4%,-10%,-34%,-38%,-1%,-26%
Vif-A3F inh,-9%,2%,0%,-1%,x,13%,0%,15%,-8%,3%
RXFP1 agonist,2.2%,3.1%,29%,7.9%,x,3.2%,-0.3%,-0.3%,13%,0.1%

A portion of the library (hit frequency here may not be typical).
